Screening data deposited in PubChem by Sanford-Burnham Center for Chemical Genomics.
TAG inh: reduces triacylglycerol accumulation in H9c2 cells; hit rate 0.66% among 230,000; inhibition, % at 12.5 µM; Nile Red lipid (TAG) fluorescence; cells loaded with 200 µM oleic acid;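 active = pattern-corrected inhibition of lipid staining of at least 50% with the nuclear-stain viability signal not falling by more than 50%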;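 note: 0% = DMSO wells and 100% = triacsin C control wells; some results filed as inactive read as strong as hits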
TAG inh DAPI viability: further read-out of TAG inh, marked with its call; DAPI nuclei signal change (viability), lower = more cytotoxic, %;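 whole-well DAPI fluorescence read on a plate reader as a viability signal; minus 50 percent equals half of cells still viable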
* marks the source's active call; other numbers are inactive results. Some of the compounds tested, so the mix of outcomes need not match the whole.

no.	smiles	TAG inh DAPI viability	TAG inh
1	Oc1[nH]c(=S)sc1C=C1N=c2ccccc2=N1	-3.5	15.9
2	O=S(=O)(NC1CCCCC1)c1ccc(-c2csnn2)s1	-12.0	2.9
3	Cc1cc(NC(=O)c2cc(-c3cccs3)nc3ccccc23)no1	39.2	28.7
4	CCN(CC)CCN(C(=O)c1c(F)cccc1F)c1nc2cc(C)cc(C)c2s1	25.1	1.4
5	CCOc1c2ccc(C(=O)NCc3ccc(C(F)(F)F)cc3C(F)(F)F)cc2nn1C	9.1	-0.5
6	O=C(COC(=O)c1cccnc1SC(F)F)NC1CC1	-6.0	3.8
7	Cc1cc(Br)ccc1NC(=O)CN(C)C(=O)C1CCN(c2ncnc3sc(C)c(C)c23)CC1	-6.0	-54.1
8	O=C(CSc1nnc(COc2ccccc2)o1)c1ccccc1	-18.2	10.1
9	O=S(=O)(Nc1ccccc1N1CCCCC1)c1ccc(F)cc1	-2.5	-11.8
10	COc1ccc(-c2sccc2C(C)C(=O)O)cc1 (stereo not given)	3.2	-10.1
11	CCc1ccc(NC(=O)C2CCCN(S(=O)(=O)c3ccc4c(c3)CC(C)N4C(C)=O)C2)cc1 (stereo not given)	1.6	-8.8
12	CC1(C(=O)NS(=O)(=O)c2ccccc2Cl)CCN1C(=O)C1(c2ccccc2)CC1 (stereo not given)	12.8	1.2
13	CNC(C)C(=O)NC(C(=O)N1CCCC1C(=O)NNc1ccccc1)C(C)C (stereo not given)	-17.0	14.0
14	CN(C)CC(C)(C)CNS(=O)(=O)CC12CCC(CC1=O)C2(C)C (stereo not given)	5.6	0.2
15	Cc1csc(SCC(=O)NC(=O)NC(C)(C)C)n1	5.2	4.9
16	O=C(NCc1ccco1)c1ccccc1Br	-11.8	-17.6
17	CCOC(=O)c1ccc(NC(=O)NCc2c(C)nn(CC)c2C)cc1	8.5	-7.6
18	Cc1cc(C)c2c(=O)n3c(nc2c1)C(C)NC(=O)c1cccnc1-3 (stereo not given)	13.1	6.2
19	COc1ccc(NC(=O)CN2CCN(c3nc(-c4cccc(OC)c4)cs3)CC2)cc1	-16.7	13.7
20	COc1ccc(S(=O)(=O)n2c(CCN3CCOCC3)nc3ccccc32)cc1	0.3	12.5
21	Nc1nccc(-c2ccc(-n3cnc4ccccc43)cc2)n1	-8.1	2.0
22	CC(=O)Nc1ccc(S(=O)(=O)N(C)CC(=O)NCCOc2ccccc2)cc1	-10.4	-1.2
23	CC(C)(C)OC(=O)N1CCC(CNC(=O)c2ccccc2)CC1	-7.2	-5.3
24	Cn1c(NNC(=O)C(c2ccccc2)c2ccccc2)cc(=O)n(C)c1=O	5.1	6.7
25	C/C(=N/NS(=O)(=O)c1ccc(C)cc1)c1c(O)c2ccccc2oc1=O	6.6	10.1

Shown in transposed form: 2 of the compounds above
8) O=C(CSc1nnc(COc2ccccc2)o1)c1ccccc1
9) O=S(=O)(Nc1ccccc1N1CCCCC1)c1ccc(F)cc1

entry no.	8	9
TAG inh DAPI viability	-18.2	-2.5
TAG inh	10.1	-11.8

(listing goes on)
no.	smiles	TAG inh DAPI viability	TAG inh
26	O=C(NCCCn1ccnc1)c1ccc(S(=O)(=O)Nc2ccccc2)cc1	0.0	-4.2
27	COc1ccc(-c2ccc3c(c2)[C@@H]2C[C@H](N(C)S(=O)(=O)c4ccccc4)[C@H]([C@H](C)O)C(=O)N2CC3)cc1	-5.4	6.4
28	O=C(Cn1cc([N+](=O)[O-])ccc1=O)NCc1ccc(Cl)cc1Cl	1.4	13.8
29	COc1ccc(CCNC(=O)c2cccc(-n3cnnn3)c2)cc1	7.7	6.1
30	CC(C)CC(NS(=O)(=O)OCC(Cl)(Cl)Cl)c1ccccc1 (stereo not given)	-5.6	-30.2
31	O=C(Nc1ccccc1N(C(=O)c1ccco1)S(=O)(=O)c1cccs1)c1ccco1	-0.2	0.1
32	Cc1ccc(C(=O)C[n+]2cccc3cc(C)ccc32)cc1	13.8	-10.4
33	C[C@H]1CN([C@@H](C)CO)C(=O)c2cc(NC(=O)c3ccncc3)ccc2O[C@H]1CN(C)Cc1ccc(C(=O)O)cc1	-6.3	9.3
34	CN(Cc1ccccc1)C(=O)c1[nH]cnc1C(=O)NCC(=O)OC(C)(C)C	-2.1	-16.0
35	CC(NC(=S)NC1CCC(C(C)(C)C)CC1)c1ccccc1 (stereo not given)	4.7	-17.3
36	CC1C(=O)N(Cc2cn(CCC3OCCCO3)nn2)CCS(=O)(=O)N1Cc1ccc(-c2ccc(Cl)cc2)cc1 (stereo not given)	2.0	5.6
37	COCCNC(=O)C(c1ccc(C)o1)N(CC1CCCO1)C(=O)Cn1nnc2ccccc21 (stereo not given)	-3.6	11.9
38	CCCOC1CCCN(C(=O)c2ccc(OC)c(OC3CCN(C(C)C)CC3)c2)C1 (stereo not given)	2.9	-5.3
39	CCc1ccc(-c2cc(C(=O)Nc3ccc(S(=O)(=O)NC(C)=O)cc3)c3ccccc3n2)cc1	4.8	3.6
40	c1ccc(NC2=NCCN2CCC2CCCC2)cc1	-4.9	22.9
41	Cc1cc(OCC(=O)OCC(=O)NC2CCCCC2C)ccc1Cl (stereo not given)	1.6	6.4
42	CC(CC(=O)Nc1ccc2c(c1)c(=O)n(C)n2-c1cccs1)c1ccccc1 (stereo not given)	13.9	-7.4
43	CCCCN(C(=O)c1c(CC)noc1C)c1c(N)n(CCC)c(=O)[nH]c1=O	-9.0	3.7
44	CC(C)c1cc(CN2C(C)COCC2C)cc(C(C)C)c1O (stereo not given)	-2.7	12.7
45	CCCOc1ccccc1NC(=O)Nc1ccccc1Cl	9.0	-0.1
46	O=C(CSc1nc2ccccc2c(=O)n1-c1ccc(F)cc1)NC1CC1	-7.4	14.4
47	CCN(CC)CCCN1C(=O)C(O)=C(C(=O)c2cc3ccccc3o2)C1c1ccccn1 (stereo not given)	3.7	-2.2
48	Cc1cccc(/C=C/C(=O)c2ccc([N+](=O)[O-])o2)c1	-21.5	35.0
49	Cc1cccc(NC(=O)NCCN2C(=O)C3C4C=CC(C4)C3C2=O)c1 (stereo not given)	8.5	10.1
50	COc1ccc(CCNC(=O)c2ccc3c(SCC(=O)O)c4c(nc3c2)CCCC4)cc1OC	1.3	23.0
51	CC[C@]12c3[nH]c4cc(CCC(=O)N(C)C)ccc4c3CCN1C(=O)[C@@H](CC(=O)NCCCn1ccnc1)C[C@@H]2C(=O)N1CCN(C(=O)c2ccco2)CC1	13.1	7.2
52	CN1CCN(CCCCOc2ccc(F)cc2)CC1	-14.0	-5.3
53	CC(NC(=O)Cn1cnnn1)C12CC3CC(CC(C3)C1)C2 (stereo not given)	26.9	-2.6
54	NC(=O)CCCn1c(C(=O)c2ccc(Cl)cc2)c2ccc(C(F)(F)F)cc2[n+]1[O-]	-1.6	-15.6
55	COC(=O)c1nn(-c2ccccc2)c(=O)cc1Sc1ccc(Cl)cc1	7.1	-2.4
56	CNC(=O)COc1ccc(S(=O)(=O)Nc2ccc(OC)cc2)cc1	4.3	5.2
57	S=c1[nH]nc(-c2cccnc2)n1-c1ccc2c(c1)OCCO2	7.9	0.6
58	Cc1nn(-c2cccc(C(=O)O)c2)c(C)c1[N+](=O)[O-]	3.9	3.5
59	O=C(CN1C(=O)c2cccc3cccc1c23)N1CCc2ccccc2C1	16.0	-8.1
60	COc1ccccc1N(CC(=O)N/N=C/c1ccc(C(=O)O)cc1)S(=O)(=O)c1ccc(C)cc1	8.6	2.8
61	CCCCNS(=O)(=O)c1ccc(NC(=O)Cc2ccccc2[N+](=O)[O-])cc1	-10.2	5.9
62	O=C(COC(=O)c1cccnc1Nc1ccccc1F)NCc1ccc2c(c1)OCO2	8.6	2.3
63	CCN(CC(=O)Nc1c(F)cccc1F)C(=O)/C=C/c1ccc(OCC#N)c(OC)c1	0.7	-2.5
64	Cc1cccc(Nc2nc(N)nc(N)c2N=O)c1	-7.4	10.6
65	O=C(COC(=O)c1ccc[nH]c1=O)Nc1ccc2c(c1)OC(F)(F)O2	6.7	-0.7
66	COc1ccc(OCCCC(=O)OC(C)C(=O)Nc2ccc(NC(C)=O)cc2)cc1 (stereo not given)	1.4	-4.8
67	CC(C)CCNc1nnnc2c1sc1nc(N3CCOCC3)c3c(c12)CC(C)(C)SC3	-0.4	45.5
68	Cn1c(CNC(=O)c2ccco2)nnc1SCC(=O)Nc1ccccc1Cl	0.4	-6.4
69	Cc1ccc(N2CC3=C(C2=O)C(c2ccccc2)NC(=O)N3C)cc1 (stereo not given)	-9.4	21.8
70	Cc1cccc(OCCOCCSc2ncccn2)c1	5.9	-18.8
71	Cc1ccc(CN(C)C(=O)CCNC(=O)c2ccc(Cl)cc2)o1	-0.4	-2.4
72	Cc1cccc(NS(=O)(=O)c2ccc(C(=O)NCC3CCCO3)cc2)c1C (stereo not given)	-4.7	12.2
73	CN(C)CCCNC(NC(=O)/C=C/c1ccccc1)C(Cl)(Cl)Cl (stereo not given)	-6.7	11.7
74	O=C(CN1CCCC1)Nc1cc(C(F)(F)F)cc(C(F)(F)F)c1	5.9	-3.1
75	COc1cccc(N/C=C(\C#N)c2ccc(OCCCF)cc2)c1	-2.6	-3.1

Entries of single compounds, quoted from the list. Values in the order: TAG inh DAPI viability, TAG inh
`COc1ccc(OCCCC(=O)OC(C)C(=O)Nc2ccc(NC(C)=O)cc2)cc1` (stereo not given) as listed: 1.4, -4.8
`COc1cccc(N/C=C(\C#N)c2ccc(OCCCF)cc2)c1` as listed: -2.6, -3.1
`S=c1[nH]nc(-c2cccnc2)n1-c1ccc2c(c1)OCCO2` as listed: 7.9, 0.6
`Cc1nn(-c2cccc(C(=O)O)c2)c(C)c1[N+](=O)[O-]` as listed: 3.9, 3.5

Remaining list, next part:
no.	smiles	TAG inh DAPI viability	TAG inh
76	COC(=O)COc1ccc(S(=O)(=O)N2CCN(c3ccc(OC)cc3)CC2)cc1	0.1	1.9
77	CCCCc1ccc(NC(=O)COC(=O)c2ccc3ncsc3c2)cc1	1.3	-4.0
78	Oc1ccc2c(c1)c1ccccc1c1ncccc21	-6.5	16.0
79	COc1ccc([N+](=O)[O-])cc1NC(=O)CSc1nccc(C)n1	10.5	15.5
80	COC(=O)C(N)Cc1ccc(O)c(O)c1 (stereo not given)	2.7	7.8
81	COc1ccc2c(c1)-c1ccccc1S(=O)(=O)N2C	18.6	-10.0
82	COc1ccccc1NC(=S)NNC(=O)c1cc(C)nn1C	-7.3	-0.8
83	CCc1ccc(NC(=S)N(Cc2ccc(Cl)cc2)Cc2ccc(C(=O)O)cc2)cc1	-1.5	3.5
84	Cc1ccccc1Nc1nc(N)nc(-c2oc3ccccc3c2C)n1	1.9	4.9
85	C=C(C)[C@@H]1CC=C(CO)CC1	-7.3	1.5
86	O=C(CC1C(=O)NCCN1Cc1cccc(F)c1)NC1CCC1 (stereo not given)	-5.3	-18.4
87	O=C(c1cc2ccccc2o1)N1CCN(S(=O)(=O)c2c(F)cccc2F)CC1	10.8	-17.6
88	N#Cc1ccccc1OCC(=O)Nc1cc(S(=O)(=O)N2CCCCC2)ccc1N1CCOCC1	-7.1	14.9
89	Cc1ccc(-n2nc(C)c(C(=O)Nc3cccc(C(=O)NC4CC4)c3)n2)c(C)c1	4.6	7.8
90	Clc1ccccc1Cc1noc(CN2CCCCC2CCc2ccccn2)n1 (stereo not given)	12.1	-11.1
91	CSc1ccc(CN2CCC2(C)C(=O)NCc2cccc(C(F)(F)F)c2)cc1 (stereo not given)	1.3	-19.4
92	CC(C)C(=O)N1CCC1(C)C(=O)Nc1cccc(Oc2ccccc2)c1 (stereo not given)	-2.8	6.8
93	Cc1cc(C(=O)N2CCc3ccccc3C2)on1	-0.1	2.0
94	O=S(=O)(NCCCCCNS(=O)(=O)c1c(F)cccc1F)c1ccc2c(c1)OCCO2	-8.5	3.1
95	CCC(c1nnnn1Cc1ccco1)N(Cc1cc2cc(C)cc(C)c2[nH]c1=O)CC1CCCO1 (stereo not given)	-7.8	10.6
96	O=C(COC(=O)c1cc(S(=O)(=O)N2CCCCC2)ccc1N1CCOCC1)NC1CCS(=O)(=O)C1 (stereo not given)	4.7	-3.1
97	CCN(CC)S(=O)(=O)c1cccc(C(=O)OCc2cc(=O)n3nc(C)sc3n2)c1	-14.2	-2.6
98	COc1ccc(Nc2nc(C)cc(-c3cc(-c4ccccc4)on3)n2)cc1	7.4	-31.5
99	CCCSc1nc(C)cc(=O)[nH]1	4.6	4.8
100	COc1cc2c(C(=O)NCc3ccccn3)cn(CC(C)C)c(=O)c2cc1OC	-3.5	2.7
101	CCN(CC(=O)NCc1cccs1)C(=O)CCc1c[nH]c2ccccc12	14.8	-22.7
102	CCOc1ccc(S(=O)(=O)NCc2ccccn2)cc1NC(=O)c1ccccc1	-23.5*	58.1*
103	CN1CCN(S(=O)(=O)c2ccc(Cl)s2)CC1	4.4	12.4
104	CC(=O)Nc1ccc(S(=O)(=O)CCC#N)cc1	2.7	1.6

From compound 98 up to 100, as listed above:
no.	smiles	TAG inh DAPI viability	TAG inh
98	COc1ccc(Nc2nc(C)cc(-c3cc(-c4ccccc4)on3)n2)cc1	7.4	-31.5
99	CCCSc1nc(C)cc(=O)[nH]1	4.6	4.8
100	COc1cc2c(C(=O)NCc3ccccn3)cn(CC(C)C)c(=O)c2cc1OC	-3.5	2.7
